C diff growth – inhibitors of Clostridium difficile growth; Clostridium difficile clinical isolate growth, OD600, 24 h; active compounds read low; growth activity, negative = inhibition, % at 16 µg/mL (by protocol); actives 0.25% (n = 86,000);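 active = mean growth activity at or below -80% and every replicate also at or below -80%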;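 also: 0% = DMSO wells and -100% = levofloxacin 16 µg/mL wells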
KDM4C inh – blocks human GASC-1 (KDM4C) demethylase activity; GST-KDM4C 2-372, H3K9me3 peptide, LANCE TR-FRET; Q9H3R0; actives 0.15% (n = 96,000); inhibition, % at 12.5 µM;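 active = mean replicate inhibition above about 25%, with at least 55% of replicates also reaching it, limit read from the data, passing the limit was not always enough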
Target sequence (Q9H3R0 2-372 limits assumed): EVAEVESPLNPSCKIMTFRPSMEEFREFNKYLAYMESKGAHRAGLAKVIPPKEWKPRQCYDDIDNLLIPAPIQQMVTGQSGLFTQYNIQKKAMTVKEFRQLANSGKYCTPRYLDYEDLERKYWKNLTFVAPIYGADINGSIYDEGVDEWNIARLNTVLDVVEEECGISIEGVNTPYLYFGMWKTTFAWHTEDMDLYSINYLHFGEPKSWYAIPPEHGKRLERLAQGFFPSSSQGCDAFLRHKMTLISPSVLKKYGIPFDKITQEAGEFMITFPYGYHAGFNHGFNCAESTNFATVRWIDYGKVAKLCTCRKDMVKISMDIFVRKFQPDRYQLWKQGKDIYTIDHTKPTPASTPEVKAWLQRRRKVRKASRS
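System – N-terminal GST-fused human GASC-1 (KDM4C) fragment, residues 2-372 · Input – enzyme final amount 10 nM · Technique – LANCE TR-FRET, Eu antibody, ULight-streptavidin, EDTA, ex 340 nm, em 618/671 nm · Medium – HEPES buffer, pH 7.5, plus ascorbate · Incubation – enzyme reaction 30 min, then detection 60 min, both room temperature · Reagent – H3K9me3 peptide with Fe(II)/2OG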
Pf Dd2 inh – blocks growth of Plasmodium falciparum Dd2 parasites; AID 1159554; actives 2.3% (n = 94,000); P. falciparum Dd2 growth, SYBR Green, 72 h; active compounds read low; activity change, % at 10 µM; in the data active = activity change below about -80%
T cruzi growth – T. cruzi proliferation inhibition; T. cruzi beta-gal in NIH3T3, GalScreen luminescence, 90 h; inhibition, % at 8.34 µM; actives 5.9% (n = 77,000); AID 624255;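 active = mean inhibition above about 93%, with at least 55% of replicates each passing it, limit read from the data, passing the limit was not always enough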
* hit, by the source's call; · = not tested or not shown; & = joins results of further samples.

#1 C/C=C/c1cnc2c(c1)C(=O)N([C@@H](C)CO)C[C@H](C)[C@H](CN(C)C(=O)Nc1ccc(C(F)(F)F)cc1)O2
#2 CO[C@@H]1CN(C)C(=O)c2cc(NC(=O)NC3CCCCC3)ccc2OC[C@H](C)NC[C@@H]1C
#3 N#C[C@@H]1[C@H](c2ccccc2C2=CCCC2)[C@H](CO)N1C(=O)NC1CCCCC1
#4 C[C@H](CO)N1C[C@H](C)[C@@H](CN(C)C(=O)Cc2ccccc2)OCCCC[C@H](C)Oc2ccc(NC(=O)Nc3ccc(C(F)(F)F)cc3)cc2C1=O
#5 OC[C@H]1[C@H](c2ccc(C#CC3(O)CCCC3)cc2)[C@H]2CN(Cc3cncnc3)CCCCN21
#6 COc1ccc(NC(=O)Nc2ccc3c(c2)C(=O)N([C@H](C)CO)C[C@@H](C)[C@@H](CN(C)CC2CCCCC2)O3)cc1
Screen / compound no.,1,2,3,4,5,6
C diff growth,4,·,-10,-3,-7,0
KDM4C inh,-1.1,-0.5,-1.3,-3.3,0.1,-0.3
Pf Dd2 inh,-20,·,-29,-1,-3,14
T cruzi growth,60,-1,·,77,34,22

#7 CCCC#Cc1ccc([C@@H]2[C@H](CO)N3C(=O)CN(S(=O)(=O)c4ccccc4C)C[C@@H]23)cc1
#8 COc1ccccc1NC(=O)N1CCCCN2[C@@H](CO)[C@@H](c3ccc(C#CC4CCCC4)cc3)[C@@H]2C1
#9 CCC(=O)Nc1ccc2c(c1)C(=O)N(C)C[C@@H](OC)[C@H](C)CN(Cc1ccccc1C(=O)O)[C@@H](C)CO2
#10 C[C@H]1CN([C@@H](C)CO)C(=O)Cc2cc(NS(=O)(=O)c3cn(C)cn3)ccc2O[C@@H]1CN(C)Cc1ccc(C(=O)Nc2ccccc2N)cc1
#11 O=S(=O)(c1ccc(F)cc1)N1CCCCN2[C@H](CO)[C@@H](c3ccc(C#CC4CCCC4)cc3)[C@@H]2C1
#12 C[C@@H]1CN([C@@H](C)CO)C(=O)Cc2cc(NC(=O)Cc3cn(C)c4ccccc34)ccc2O[C@@H]1CN(C)C(=O)Nc1cccc2ccccc12
Screen / compound no.,7,8,9,10,11,12
C diff growth,26,58,·,-1,-3,-2
KDM4C inh,0.7,-0.9,-1.8,-0.2,·,-0.6
Pf Dd2 inh,-19,-64,31,-5,10,-23
T cruzi growth,·,-3,84,46,67,18

Quoted from above: compounds 8–12
#8 COc1ccccc1NC(=O)N1CCCCN2[C@@H](CO)[C@@H](c3ccc(C#CC4CCCC4)cc3)[C@@H]2C1
#9 CCC(=O)Nc1ccc2c(c1)C(=O)N(C)C[C@@H](OC)[C@H](C)CN(Cc1ccccc1C(=O)O)[C@@H](C)CO2
#10 C[C@H]1CN([C@@H](C)CO)C(=O)Cc2cc(NS(=O)(=O)c3cn(C)cn3)ccc2O[C@@H]1CN(C)Cc1ccc(C(=O)Nc2ccccc2N)cc1
#11 O=S(=O)(c1ccc(F)cc1)N1CCCCN2[C@H](CO)[C@@H](c3ccc(C#CC4CCCC4)cc3)[C@@H]2C1
#12 C[C@@H]1CN([C@@H](C)CO)C(=O)Cc2cc(NC(=O)Cc3cn(C)c4ccccc34)ccc2O[C@@H]1CN(C)C(=O)Nc1cccc2ccccc12
Screen / compound no.,8,9,10,11,12
C diff growth,58,·,-1,-3,-2
KDM4C inh,-0.9,-1.8,-0.2,·,-0.6
Pf Dd2 inh,-64,31,-5,10,-23
T cruzi growth,-3,84,46,67,18

New compounds follow:
#13 C[C@@H]1CCCCO[C@H](CN(C)Cc2ccc(Cl)c(Cl)c2)[C@@H](C)CN([C@@H](C)CO)C(=O)c2cc(NS(=O)(=O)c3cn(C)cn3)ccc2O1
#14 CCCN(C)C[C@H]1Oc2ncc(C#CCC(C)C)cc2C(=O)N([C@H](C)CO)C[C@@H]1C
#15 COCC(=O)N(C)C[C@H]1Oc2ncc(/C=C/c3ccccc3)cc2C(=O)N([C@H](C)CO)C[C@H]1C
#16 CCC(=O)N[C@H]1CC[C@@H](CC(=O)NCc2ccccc2OC)O[C@@H]1CO
#17 C[C@H](CO)N1C[C@H](C)[C@@H](CN(C)S(C)(=O)=O)Oc2ccc(NC(=O)Nc3ccccc3)cc2CC1=O
#18 N#C[C@@H]1N[C@H](CO)[C@H]1c1ccc(C#CC2CCCC2)cc1
Screen / compound no.,13,14,15,16,17,18
C diff growth,-15,3,2,1,0,-7
KDM4C inh,0.7,-0.6,-2.2,-0.2,2.2,0.6
Pf Dd2 inh,-75,-36,5,0,-2,-1
T cruzi growth,39,·,-41,-40,·,91

#19 COCC(=O)N1C[C@H]2[C@@H](c3ccccc31)[C@@H](CO)N2C(=O)C1CCCC1
#20 C[C@@H]1CN([C@H](C)CO)C(=O)c2cc(NC(=O)Nc3ccc(C(F)(F)F)cc3)ccc2O[C@@H]1CN(C)Cc1ccc2c(c1)OCO2
#21 O=C(NCC[C@@H]1CC[C@H](NS(=O)(=O)c2ccc(Cl)cc2)[C@H](CO)O1)c1ccc2c(c1)OCO2
#22 O=C(C[C@@H]1CC[C@H]2[C@@H](COC[C@@H](O)CN2C(=O)c2ccccc2)O1)NCCCN1CCOCC1
#23 CN1C(=O)c2cc(NC(=O)Nc3ccccc3F)ccc2OC[C@H]2O[C@H](CC(=O)NCCc3ccncc3)CC[C@@H]21
#24 C[C@@H]1CN([C@@H](C)CO)C(=O)c2cc(-c3ccccc3)cnc2O[C@@H]1CN(C)C
Screen / compound no.,19,20,21,22,23,24
C diff growth,-4,12,-2,3&-6,-12,2
KDM4C inh,0.3,-0.2,0.2,1.6,1.1,-0.3
Pf Dd2 inh,-5,1,-20,52,3,24
T cruzi growth,24,16,10,6,3,3

#25 COCC(=O)N(C)C[C@H]1Oc2cc(C#C[C@H](C)O)ccc2S(=O)(=O)N([C@@H](C)CO)C[C@@H]1C
#26 CC(C)COC(=O)N(C)C[C@@H]1OCc2cnnn2CCCC(=O)N([C@@H](C)CO)C[C@@H]1C
#27 NCC[C@@H]1CC[C@@H](NC(=O)CCN2CCCCC2)[C@H](CO)O1
#28 CCNC(=O)C[C@H]1CC[C@H]2[C@@H](COc3ccc(NC(=O)Nc4cccc(Cl)c4)cc3C(=O)N2C)O1
#29 COc1cccc(NC(=O)N2C[C@@H](O)COC[C@H]3O[C@H](CC(=O)NC4CCC4)CC[C@@H]32)c1
#30 C[C@H]1CN([C@@H](C)CO)C(=O)c2cc(N(C)C)ccc2O[C@@H]1CN(C)C(=O)NC1CCCCC1
Screen / compound no.,25,26,27,28,29,30
C diff growth,-5,2,1,-4,4,3
KDM4C inh,0.0,-0.8,0.1,-1.1,-0.6,-0.8
Pf Dd2 inh,·,-10&7,13,-4,-3,14
T cruzi growth,18,20&19,·,12,-22,0

#31 CCCN(C)C[C@H]1OCCCC[C@@H](C)Oc2ccc(NS(=O)(=O)c3ccc(F)cc3)cc2C(=O)N([C@@H](C)CO)C[C@@H]1C
#32 O=C(C[C@@H]1CC[C@H]2[C@@H](COC[C@H](O)CN2Cc2cc(F)ccc2F)O1)NCc1ccccc1
#33 CCCNC(=O)C[C@@H]1CC[C@@H]2[C@H](COc3ccc(NC(=O)NCC)cc3C(=O)N2C)O1
#34 O=C(C[C@@H]1C[C@H]2c3cc(NS(=O)(=O)c4ccc(F)cc4)ccc3O[C@H]2[C@H](CO)O1)NCCc1ccccc1
#35 O=C(Cc1ccccn1)N[C@H]1CC[C@@H](CCn2cc(-c3ccc(F)cc3)nn2)O[C@@H]1CO
#36 C[C@H]1CN([C@@H](C)CO)C(=O)c2cc(C#Cc3cccnc3)cnc2O[C@H]1CN(C)Cc1ccncc1
Screen / compound no.,31,32,33,34,35,36
C diff growth,4,·,-12,-8,0,7
KDM4C inh,0.4,2.8,-0.9,3.5,1.7,2.1
Pf Dd2 inh,-49,2,10,-17,13,17
T cruzi growth,33,91,51,·,·,33

#37 COc1ccc(CN(C)C[C@@H]2Oc3c(NS(=O)(=O)c4c(C)noc4C)cccc3C(=O)N([C@@H](C)CO)C[C@@H]2C)cc1
#38 CN(C)CC#Cc1cccc(-c2nc(C(=O)O)cc3c2[C@H](CCO)N(S(=O)C(C)(C)C)C3)c1 (some centres not stated)
#39 C[C@H]1CN([C@@H](C)CO)C(=O)CCCn2nncc2CO[C@H]1CN(C)Cc1ccc2c(c1)OCCN2C
#40 CCC(=O)N(C)C[C@@H]1Oc2cc(-c3ccccc3C)ccc2S(=O)(=O)N([C@@H](C)CO)C[C@@H]1C
#41 COCC(=O)Nc1ccc2c(c1)C(=O)N(C)C[C@H](OC)[C@H](C)CN(Cc1ccccc1OC)[C@@H](C)CO2
#42 CCCC#Cc1cnc2c(c1)C(=O)N([C@@H](C)CO)C[C@@H](C)[C@H](CN(C)Cc1cccnc1)O2
Screen / compound no.,37,38,39,40,41,42
C diff growth,-6,·,·,-5,-1,-3
KDM4C inh,-2.5,·,2.9,-0.6,-0.6,2.5
Pf Dd2 inh,11,36,-13,-9,11,-20
T cruzi growth,-69,-12,-19,-3,-11,0

#43 C[C@H](CO)N1C[C@H](C)[C@@H](CN(C)C(=O)NC2CCCC2)Oc2cc(-c3cccnc3)ccc2S1(=O)=O
#44 O=C(NCC[C@@H]1CC[C@@H](NC(=O)C2CCC2)[C@H](CO)O1)c1cnccn1
#45 COc1ccc2c3c([nH]c2c1)[C@H](CO)N(Cc1ccccc1)CC31CCN(S(C)(=O)=O)CC1
#46 COc1ccc(-c2cnc3c(c2)C(=O)N([C@@H](C)CO)C[C@@H](C)[C@H](CN(C)C(=O)C2CCOCC2)O3)cc1
#47 Cc1noc(C)c1NC(=O)N(C)C[C@@H]1OCCCC[C@@H](C)Oc2ccc(NC(=O)C3CCCCC3)cc2C(=O)N([C@H](C)CO)C[C@@H]1C
#48 Cc1ccc(NC(=O)Nc2ccc3c(c2)C(=O)N(C)[C@@H]2CC[C@@H](CC(=O)O)O[C@H]2CO3)cc1
Screen / compound no.,43,44,45,46,47,48
C diff growth,-1,·,3,-6,-10,-4
KDM4C inh,1.4,-2.8,0.8,-2.0,2.0,-0.3
Pf Dd2 inh,-2,3,-61,-10,19,6
T cruzi growth,·,52,·,-15,-10,-13

#49 C[C@H](CO)N1C[C@H](C)[C@H](CN(C)C)Oc2ccc(NS(=O)(=O)c3ccccc3)cc2CC1=O
#50 Cc1noc(C)c1S(=O)(=O)Nc1ccc2c(c1)CC(=O)N([C@@H](C)CO)C[C@H](C)[C@H](CN(C)Cc1ccccc1)O2
#51 C[C@@H]1CN([C@@H](C)CO)C(=O)c2cccc(NC(=O)Nc3ccc(F)cc3)c2O[C@H]1CN(C)Cc1ccccc1
#52 O=C(N[C@@H]1CC[C@@H](CC(=O)N2CCc3ccccc3C2)O[C@H]1CO)C1CCOCC1
#53 C[C@H](CO)N1C[C@H](C)[C@@H](CN(C)CC2CCOCC2)Oc2ncc(C#Cc3ccc(F)cc3)cc2C1=O
#54 CN(C)CC#Cc1ccc([C@@H]2[C@@H](CO)N3CCCCN(CC4CCOCC4)C[C@H]23)cc1
Screen / compound no.,49,50,51,52,53,54
C diff growth,3,0,-14,·,13,1
KDM4C inh,-0.4,-1.9,0.4,3.6,-2.5,3.6
Pf Dd2 inh,-7,10,-49,13,-60,3
T cruzi growth,·,37,47,-49,17,29

#55 C[C@@H](NC(=O)C[C@H]1C[C@@H]2c3cc(NC(=O)C4CCOCC4)ccc3O[C@@H]2[C@@H](CO)O1)c1ccccc1
#56 CCCN1C[C@@H](C)[C@H](OC)CN(C)C(=O)c2cc(NC(=O)c3cccc(OC)c3)ccc2OC[C@@H]1C
#57 COC(=O)C[C@H]1CC[C@H]2[C@@H](COC[C@H](O)CN2S(=O)(=O)c2cn(C)cn2)O1
#58 CO[C@@H]1CN(C)C(=O)c2cc(NS(=O)(=O)c3ccc(C)cc3)ccc2OC[C@H](C)NC[C@H]1C
#59 C[C@@H]1CN([C@@H](C)CO)C(=O)c2cc(NS(=O)(=O)c3cn(C)cn3)ccc2O[C@H]1CN(C)Cc1ccc(C(=O)Nc2ccccc2N)cc1
#60 COc1ccccc1-c1cn(CC[C@@H]2CC[C@@H](NC(=O)CCN3CCCCC3)[C@@H](CO)O2)nn1
Screen / compound no.,55,56,57,58,59,60
C diff growth,·,·,0&-1,·,·,4
KDM4C inh,0.7,-0.4,0.3,-0.6,-1.6,0.5
Pf Dd2 inh,-6,·,5,4,13,0
T cruzi growth,-12,11,13,9,107,-9

#61 CCS(=O)(=O)N1CC2(C1)[C@@H](c1ccccc1)[C@H](CO)N2Cc1ccccn1
#62 CC(C)C#Cc1ccc2c(c1)O[C@H](CN(C)C(=O)C1CCC1)[C@H](C)CN([C@@H](C)CO)S2(=O)=O
#63 C[C@@H]1CN([C@@H](C)CO)C(=O)Cc2cc(NC(=O)CCCN(C)C)ccc2O[C@H]1CN(C)Cc1ccc(C(F)(F)F)cc1
#64 CC(C)NC(=O)Nc1ccc2c(c1)C(=O)N([C@H](C)CO)C[C@H](C)[C@@H](CN(C)S(=O)(=O)c1cccs1)O2
#65 C[C@H]1CN([C@@H](C)CO)C(=O)c2cc(NC(=O)NC3CCCCC3)ccc2O[C@H]1CN(C)C(=O)Nc1ccc(F)cc1
Screen / compound no.,61,62,63,64,65
C diff growth,0,·,8,·,-1
KDM4C inh,-8.5,1.6,3.1,-0.9,-1.2
Pf Dd2 inh,-66,-1,-40,32,11
T cruzi growth,·,67,-12,5,-37

An unsorted share of the library. About 7.3% of those tested had a hit in this group.
